SW480 rerep: induces DNA re-replication in SW480 colon adenocarcinoma cells. SW480 DNA re-replication, Hoechst DNA content imaging, 48 h. Potency, µM (highest dose often 46.1 µM), inactives show at the top dose re-replication activation, hits mostly activators. hit rate 1.8% among 340,000. AID 624297; note: potency is the fitted concentration of half-maximal effect; % of control where 0% means no effect; nearly all actives have a fitted effect of over 55% in size
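Image-based DNA-content assay: after two days of treatment, nuclei were labelled with the DNA dye Hoechst and imaged, and hits were compounds raising the count of nuclei showing high fluorescence intensity.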
KB-3-1 cytotox: kills parental KB-3-1 adenocarcinoma cells. Potency, µM (highest dose often 46.1 µM), without a hit: at the top dose activity change, negative = cytotoxic, usual class: cytotoxic. hit rate 1.4% among 400,000. AID 1347075. KB-3-1 viability, CellTiter-Glo ATP luminescence, 72 h; note: potency is the fitted concentration of half-maximal effect; % is set by controls: 0 for no effect and ±100 for the full control effect; nearly all actives have a fitted effect of over 60% in size
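Parental KB-3-1 viability, qHTS format: 72 h compound exposure, 37 °C; CellTiter-Glo; media-only wells and DMSO plates as controls; concentration-effect fits on corrected data.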
WRN helicase inh: inhibitors of human WRN helicase | Q14191 | WRN helicase unwinding, fluorescent forked duplex, kinetic | Potency, µM (titrated, usually from 114 µM), for inactives: at the highest dose activity change, negative = inhibition, usual class: inhibitors | hit rate 0.46% among 360,000 | AID 651768; note: potency is the fitted concentration of half-maximal effect; % is set by controls: 0 for no effect and ±100 for the full control effect; nearly all actives have a fitted effect of over 55% in size
Target sequence (Q14191 whole entry, looked up): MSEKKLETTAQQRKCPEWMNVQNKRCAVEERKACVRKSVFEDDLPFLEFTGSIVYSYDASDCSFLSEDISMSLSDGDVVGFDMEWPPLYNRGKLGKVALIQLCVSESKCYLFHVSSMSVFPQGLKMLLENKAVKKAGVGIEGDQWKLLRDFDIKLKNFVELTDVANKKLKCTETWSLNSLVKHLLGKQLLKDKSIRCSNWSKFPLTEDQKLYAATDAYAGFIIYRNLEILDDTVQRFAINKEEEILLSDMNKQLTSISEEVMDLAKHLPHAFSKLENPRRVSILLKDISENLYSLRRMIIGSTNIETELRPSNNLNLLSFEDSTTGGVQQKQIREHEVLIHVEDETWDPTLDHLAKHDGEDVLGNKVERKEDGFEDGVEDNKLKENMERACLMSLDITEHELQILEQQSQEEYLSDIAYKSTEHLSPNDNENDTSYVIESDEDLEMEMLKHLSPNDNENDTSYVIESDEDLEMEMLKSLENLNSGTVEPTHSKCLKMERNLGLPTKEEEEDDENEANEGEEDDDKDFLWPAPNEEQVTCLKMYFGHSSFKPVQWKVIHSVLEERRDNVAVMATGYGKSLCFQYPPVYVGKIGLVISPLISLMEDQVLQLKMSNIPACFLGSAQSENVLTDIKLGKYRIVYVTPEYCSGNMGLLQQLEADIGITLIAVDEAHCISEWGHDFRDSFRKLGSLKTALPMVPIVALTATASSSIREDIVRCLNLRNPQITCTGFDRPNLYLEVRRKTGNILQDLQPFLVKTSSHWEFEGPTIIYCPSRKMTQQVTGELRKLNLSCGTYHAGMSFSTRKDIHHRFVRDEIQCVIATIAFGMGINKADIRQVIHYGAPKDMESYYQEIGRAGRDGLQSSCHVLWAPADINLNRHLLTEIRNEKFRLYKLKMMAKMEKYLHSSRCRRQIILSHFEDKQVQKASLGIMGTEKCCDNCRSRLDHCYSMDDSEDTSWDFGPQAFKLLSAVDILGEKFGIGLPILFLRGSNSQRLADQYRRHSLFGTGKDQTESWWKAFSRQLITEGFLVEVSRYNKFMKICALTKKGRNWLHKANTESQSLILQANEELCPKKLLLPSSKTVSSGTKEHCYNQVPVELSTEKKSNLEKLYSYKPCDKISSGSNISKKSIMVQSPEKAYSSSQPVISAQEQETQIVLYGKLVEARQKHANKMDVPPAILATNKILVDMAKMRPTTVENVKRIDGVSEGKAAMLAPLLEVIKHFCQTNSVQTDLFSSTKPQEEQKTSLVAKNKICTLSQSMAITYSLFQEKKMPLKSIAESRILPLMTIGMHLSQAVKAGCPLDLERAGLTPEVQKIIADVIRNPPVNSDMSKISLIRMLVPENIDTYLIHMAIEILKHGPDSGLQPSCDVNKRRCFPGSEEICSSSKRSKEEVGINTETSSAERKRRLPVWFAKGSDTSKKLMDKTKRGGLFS
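Enzyme (20 nM final) and test compound sit together 15 min at room temperature before substrate addition. Substrate is a single-forked duplex oligonucleotide (100 nM) labelled with fluorophore and quencher, with 2 mM ATP; helicase unwinding raises red fluorescence, read kinetically.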
MCF10A rerep: DNA re-replication induction in MCF 10a cells. MCF 10A DNA re-replication, Hoechst nuclear intensity, 48 h. Potency, µM (highest dose often 46.1 µM), without a hit: at the highest dose activity, positive = re-replication, hits mostly activators. hit rate 2.9% among 350,000. AID 624296; note: potency is the fitted concentration of half-maximal effect; % of control where 0% means no effect; nearly all actives have a fitted effect of over 50% in size
IL-1B inflam inh: inhibitors of inflammasome signaling (IL-1 beta secretion). THP-1 LPS/ATP IL-1B secretion, AlphaLISA, 16 h; stronger effect = lower value. activity change, % at 57.5 µM. hit rate 4.7% among 360,000. AID 743279; in the data active = activity change below about -50%; inconclusive = mostly about -30% to -49%; note: % is set by controls: 0 for no effect and ±100 for the full control effect
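THP-1 cells pretreated 1 hr with compounds (up to 57.5 uM final), then stimulated with LPS (250 ng/mL final) plus ATP (1.25 mM final); secreted IL-1B measured by AlphaLISA after 16 hr, decreased signal indicating inhibition.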
KB-V1 MDR tox: kills drug-selected multidrug resistant KB-V1 cells; KB-V1 MDR cells viability, CellTiter-Glo, 72 h; Potency, µM (top dose mostly 46.1 µM), for inactives: at the top dose activity change, negative = cytotoxicity, usual class: cytotoxic; hit rate 3.4% among 400,000; note: potency is the fitted concentration of half-maximal effect; % is set by controls: 0 for no effect and ±100 for the full control effect; nearly all actives have a fitted effect of over 60% in size
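Cytotoxicity toward P-gp-expressing KB-V1 cells was determined as loss of CellTiter-Glo luminescence after 72 h at 37 degrees C. Compounds were tested in quantitative HTS format across a concentration range, with curves fitted to normalized data.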
HT1080 IDH1KD tx: HT-1080 IDH1 knockdown cell toxicity (counter line). HT-1080 IDH1 knockdown viability, ATP luminescence, 48 h. Potency, µM (series often up to 46.1 µM), for inactives: at the top dose activity, negative = toxicity, usual class: cytotoxic. hit rate 2% among 360,000. AID 686971;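 note: potency is the fitted concentration of half-maximal effect; 0% = DMSO wells and -100% = cell-free medium wells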
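Cytotoxicity counter-line: IDH1KD HT-1080, 48 h, CellTiter-Glo. Curves classed by r2, magnitude and activity.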
ATXN2 expr inh: inhibitors of ATXN2 expression; Potency, µM (titrated, usually from 57 µM), without a hit: at the top dose activity change, negative = inhibition, actives largely listed as inhibitors; AID 1745845; hit rate 0.72% among 360,000; HEK-293 ATXN2-luciferase reporter, luminescence, 24 h; note: potency is the fitted concentration of half-maximal effect; % is set by controls: 0 for no effect and ±100 for the full control effect; nearly all actives have a fitted effect of over 55% in size
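qHTS (up to 57 uM final) was run with 24 h compound exposure of reporter cells at 37 °C. Each well was multiplexed: SteadyGlo luminescence measured ATXN2-luciferase expression after a fluorogenic Gly-Phe-AFC viability readout (25 uM final).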
HT1080NT lethal: kills 2HG-producing HT-1080-NT fibrosarcoma cells; HT-1080-NT fibrosarcoma viability, CellTiter-Glo ATP luminescence, 48 h; Potency, µM (doses to about 46.1 µM), for inactives: at the highest dose activity, negative = less viability, usual class: cytotoxic; hit rate 1.6% among 360,000;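 note: NT is the 2HG producing partner of a matched IDH1 knockdown line; potency is the fitted concentration of half-maximal effect; 0% = DMSO-treated cells and -100% = media-only wells without cells; nearly all actives have a fitted effect of over 55% in size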
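750 cells/well, RPMI + 5% FBS; 2 h settle, compound pin-transfer, 48 h at 37 degrees C. CellTiter-Glo 10 min RT, luminescence. Normalized to DMSO and media-only wells.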
Starred values were filed as active, the others as inactive; ? = inconclusive; . = no result given; [ ] = remark or other dose. Unless noted, calls come from the whole dose curve; as a rule, active = well fitted curve in the direction sought with a large enough effect; inconclusive = small, poorly fitted or top-dose-only effect, or another doubt; inactive = no such curve, though single readings can be large; an effect the other way counts as inactive or inconclusive. This is a random part of the collection (roughly 12% active in at least one column).

Start of the data: the first three compounds, ahead of the listing:
SMILES	SW480 rerep	KB-3-1 cytotox	WRN helicase inh	MCF10A rerep	IL-1B inflam inh	KB-V1 MDR tox	HT1080 IDH1KD tx	ATXN2 expr inh	HT1080NT lethal
CN1CCN(C(=S)SCC(=O)Nc2nc(-c3ccccc3)c(-c3ccccc3)o2)CC1	-108%[inhibitor]	?	5%	12µM*	?	21µM*	0%	-10%	-19%
O=C(NNS(=O)(=O)c1ccc(Cl)cc1)c1sccc1-n1cccc1	-3%	-14%	4%	3%	4	4%	-2%	-2%	-5%
FC(F)(F)c1cc(-c2ccco2)nc(-n2nc(C(F)(F)F)cc2C2CC2)n1	-9%	-3%	-21%	4%	-10	?	5%	-3%	-15%

This part in full (from the top)
SMILES	SW480 rerep	KB-3-1 cytotox	WRN helicase inh	MCF10A rerep	IL-1B inflam inh	KB-V1 MDR tox	HT1080 IDH1KD tx	ATXN2 expr inh	HT1080NT lethal
CN1CCN(C(=S)SCC(=O)Nc2nc(-c3ccccc3)c(-c3ccccc3)o2)CC1	-108%[inhibitor]	?	5%	12µM*	?	21µM*	0%	-10%	-19%
O=C(NNS(=O)(=O)c1ccc(Cl)cc1)c1sccc1-n1cccc1	-3%	-14%	4%	3%	4	4%	-2%	-2%	-5%
FC(F)(F)c1cc(-c2ccco2)nc(-n2nc(C(F)(F)F)cc2C2CC2)n1	-9%	-3%	-21%	4%	-10	?	5%	-3%	-15%
Cc1cccc(-c2noc(CN(C)C(=O)c3ccco3)n2)c1	0%	0%	0%	3%	15	25%	4%	29%	2%
CC(C)[C@H](NC(=O)c1ccccc1F)C(=O)NC1CCCCC1	?	-29%	-3%	5%	17	0%	-1%	-3%	2%
Cc1ccc(N2N=C(c3ccc(F)cc3)CC2c2ccco2)cc1 (stereo not given)	?	0%	-10%	5.8µM*	9	0%	-3%	-20%	9%
N#C/C(=C\c1ccc(-c2ccccc2[N+](=O)[O-])o1)C(N)=O	-3%	-7%	-12%	?	-15	?	0%	-16%	5%
CCOC(=O)c1ccc(-c2c(C)cc3oc(=O)cc(-c4ccccc4)c3c2C)cc1	-4%	?	-2%	?	16	-2%	6%	-11%	5%
Cc1ccc(CCNS(=O)(=O)c2ccc3c(c2)N(C)CCO3)cc1	1%	-5%	-5%	3%	42	?	-13%	-8%	1%
Cc1c(NS(=O)(=O)c2cc([N+](=O)[O-])ccc2Cl)c(=O)n(-c2ccccc2)n1C	-10%	-2%	5%	5%	?	0%	6%	-20%	9%
COc1ccccc1C(CNC(=O)c1ccc(NS(=O)(=O)c2ccc(F)c(C)c2)cc1)N(C)C (stereo not given)	6%	13%	-2%	16%	0	-10%	-28%	-3%	-10%
CCOC(=O)Cn1cnc2sc3c(c2c1=O)CCC3	-5%	20%	-10%	-2%	8	0%	0%	2%	-3%
CC(C)C(=O)N1CCC1(C)C(=O)Nc1cc(-c2ccccc2)nn1C (stereo not given)	.	0%	-9%	.	10	-4%	-1%	17%	0%
CCCCn1nc2cc(C(=O)NCC3CC3)ccc2c1OCC	-4%	0%	-7%	5%	-2	0%	0%	2%	25%
COc1cccc(NC(=O)CN2C(=O)COc3ccc(S(=O)(=O)N4CCCCCC4)cc32)c1	-15%	-10%	-12%	1%	-24	12%	-4%	.	-2%
Cc1c(C(C)C)c(=O)n(-c2ccc(S(=O)(=O)NCc3ccccc3)cc2)n1C	-8%	?	-4%	26%	0	2.6µM*	?	-39%	?
CCCCc1nc(N2CCN(C(=O)c3ccco3)CC2)c(C#N)c2c1CCCC2	?	?	-17%	?	-16	?	?	?	?
CCn1c(N)[n+](CC(=O)Nc2ccc(SC(F)F)cc2)c2ccccc21	?	?	3%	?	-97*	?	?	?	?
O=C(Nc1ccc(F)cc1F)c1cc2nc3c(c(C(F)(F)F)n2n1)CCCC3	-1%	12%	5%	1%	1	-16%	16%	49%[activator]	15%
COc1ccc(NC(=O)CSc2ccc3c(c2)OCCO3)cc1OC	-4%	-25%	-15%[57.1 µM]	-5%	5	?	0%	-1%	5%
Cc1ccc(C)c(OCCOCCN2CCOCC2)c1	-4%	-7%	-7%	22%	-6	22%	21%	-7%	4%
COc1cccc(OCCN2CCN(c3ncnc4c3cnn4-c3ccccc3)CC2)c1	21%	-25%	-10%	18µM*	-7	5.2µM*	?	-5%	?
CCN1CCCC1CN(Cc1cc2ccc(C)cc2[nH]c1=O)C(=S)Nc1ccc(OC)cc1 (stereo not given)	?	?	-13%	?	-106*	?	?	-5%	?
CC(=O)c1ccc(S(=O)(=O)N(CCCO)Cc2cc3cc(C)ccc3[nH]c2=O)cc1	-11%	14%	-11%	-13%	?	?	-3%	3%	-2%
C=CCN(C)NC(=S)Nc1ccccc1	.	8%	-5%	-4%	-4	5%	19%	-11%	22%
CC1CC(C)(C)NC(=O)O1 (stereo not given)	-12%	0%	6%	-5%	25	22%	21%	4%	14%
OC(c1ccccc1)c1cccnc1 (stereo not given)	1%	18%	2%	-3%	19	9%	-2%	-3%	0%
CCOc1ccc(S(=O)(=O)N(C)CC(=O)NCc2ccco2)cc1	-28%	0%	8%	-4%	-5	15%	0%	-3%	0%
NC1=NN(c2cccc(C(=O)O)c2)C(=O)C1	-10%	?	-3%	1%	14	10%	5%	12%	8%
CCCOc1ccc(N2C(=O)CC(NCCNc3ccc(S(=O)(=O)CC)cc3)C2=O)cc1 (stereo not given)	1%	14%	8%	5%	0	10%	14%	-5%	4%
COc1ccc(/C=C2\Sc3ccc(C(=O)NC4CC4)cc3N(C)C2=O)cc1OC	8%	-7%	-4%	?	-8	?	0%	.	-27%
COc1cccc(CNC(=O)[C@@H]2CCCN2C(=O)[C@@H]2CCCN2C(=O)c2cccc(OC)c2)c1	.	?	2%	.	0	?	7%	-5%	14%
Cc1cc(NS(=O)(=O)c2ccc(NC(=O)Cc3ccc([N+](=O)[O-])cc3)cc2)nc(C)n1	4%	.	-21%	-12%	3	.	7%	7%	3%
CCOC(=O)c1sc(SC)c2c1CCCC2=O	?	0%	-5%	-35%[inhibitor]	19	-2%	12%	-1%	-1%
COc1ccc(S(=O)(=O)N(C)C)cc1NC(=O)c1ccc2c(c1)OCCO2	?	-9%	1%	8%	-57*	8%	-2%	5%	1%
COC(=O)[C@]12CCCCC=C1N(Cc1cccc3ccccc13)C(=O)[C@H](CC(=O)N1CCCC1)C2	.	?	-4%	.	-19	0%	?	-10%	?
O=C(CO/N=C/c1ccccc1OC(F)F)NCc1ccco1	3%	8%	7%	11%	33	16%	5%	8%	0%
O=C1CC(/C=C/c2ccc([N+](=O)[O-])cc2)=Nc2ccccc2N1	-1%	-10%	8%	6%	-3	4%	-14%	4%	-20%
COC(=O)C[C@H](NC(=O)Cn1cnc(C(=O)Nc2ccc(C)c(C)c2)n1)C(=O)OC	1%	0%	-7%	16%	20	0%	-3%	16%	-1%
COc1ccc(C(=O)CCC(C)(C)[N+](=O)[O-])cc1OC	-6%	10%	3%	1%	20	10%	2%	-12%	10%
NC(=S)N/N=C/c1cc([N+](=O)[O-])ccc1Cl	-2%	-3%	17%	13%	-24	?	4%	.	4%
O=[N+]([O-])c1ccc(OCn2cncn2)cc1	-6%	0%	12%	-11%	-7	-6%	-1%	5%	2%
CC(=O)c1ccc(NC(=O)N2C3CCC2CC(O)(c2cccnc2)C3)cc1 (stereo not given)	-11%	-2%	-6%	45%	-1	-1%	1%	1%	2%
CC(=O)Nc1ccc(NC(=O)CSc2nc(=O)n3cccc(C)c3n2)cc1	0%	0%	-14%	-5%	-2	?	0%	4%	-9%
O=C(O)c1ccc(NC(C(=O)c2ccccc2)c2ccccc2)cc1 (stereo not given)	-2%	8%	2%	-21%	2	1%	-1%	11%	-5%
CC(C)CSc1nnc2[nH]c(=O)cc(N)n12	5%	?	3%	16%	-3	?	0%	7%	-4%
Cc1cccc(C(C)C)c1NC(=O)CSc1nncn1C	-5%	?	7%	23%	19	15%	4%	-4%	11%
Cc1cc(C)c(S(=O)(=O)/N=C2\C=C(Nc3ccc(C(=O)O)cc3)C(=O)c3ccccc32)c(C)c1	?	?	89µM*	17%	-104*	-25%	4.1µM*	28µM*	8.2µM*
O=c1sc2ccccc2n1CCOc1ccccc1	-1%	3%	-8%	7%	19	-4%	-3%	54%[activator]	-7%
O=C(CNC(=O)c1ccccc1)NCC(c1ccco1)N1CCCC1 (stereo not given)	0%	-5%	2%	-6%	9	30%	0%	3%	2%[9.24 µM]
COc1ccc(CNCCCn2cnc3c(SC)ncnc32)cc1	.	?	1%	.	-1	?	-5%	-9%	-2%
O=c1oc2c(CN3CCOCC3)c(O)c(Cl)cc2c2c1CCCC2	2%[9.22 µM]	10%	-1%	6%	1	2%	8%	-9%	20%
O=C(N/N=C/c1cn(-c2ccccc2)nc1-c1cccs1)c1ccccc1F	?	?	-14%	?	-12	21µM*	?	-8%	-26%
Cc1nc2c(C)cccc2cc1C(=O)N/N=C/c1ccc(O)cc1	15%	?	-7%	?	-9	?	?	1%	?
Cc1cc(C(=O)NNc2ccc(F)cc2F)no1	-23%	3%	6%	?	-10	13%	5.2µM*	0%	3.7µM*
C=CCn1c(SCc2csc(-c3ccc(Cl)cc3)n2)nnc1-c1ccccc1OC	.	?	-32%	?	-29	21µM*	?	-16%	-19%
O=[N+]([O-])c1ccc2nccn2c1	-1%	-3%	7%	1%	-7	9%	3%	0%	2%
Cc1cccc(C2c3[nH]c4ccccc4c3CCN2C(=O)c2ocnc2C)n1 (stereo not given)	-2%	15%	-1%	2%	8	-5%	-15%	-20%	-24%

Screening data (PubChem BioAssay)
